Screening results (PubChem)
TAAR1 ag = agonists of human TAAR1. Q96RJ0. CHO RD-HGA16 TAAR1, Fluo-8 calcium fluorescence; vehicle wells 0%, saturating PEA agonist 100%. activation, % at 3 µM. 360,000 tested, 0.99% active. AID 624467;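 active = activation above the mean activation of all test compounds in the run plus 3 SD, cut at about 38% in these data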
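Repeats: no replicates (n 1) | Material: CHO-derived RD-HGA16 cells with stable Gα16 and human TAAR1 | Technique: Kinetic Fluo-8 calcium fluorescence | Schedule: 17-24 h seeding, 75 min 37 °C dye, 30 min RT | Evaluation: % activation from peak over basal fluorescence ratio, DMSO-to-PEA scaled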
M1 ag = activates human CHRM1 receptor; P11229; CHO-K1 hM1, Fluo-8 calcium fluorescence, agonist mode; 0% DMSO, 100% acetylcholine EC100; activation, % at 3 µM; 360,000 tested, 0.33% active; AID 588814;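 active = activation above the run's mean compound activation plus 3 SD, cut at about 16% in these data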;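 also: peak over basal fluorescence ratio within a 140 s kinetic read after compound addition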
Target sequence (P11229 whole entry, looked up): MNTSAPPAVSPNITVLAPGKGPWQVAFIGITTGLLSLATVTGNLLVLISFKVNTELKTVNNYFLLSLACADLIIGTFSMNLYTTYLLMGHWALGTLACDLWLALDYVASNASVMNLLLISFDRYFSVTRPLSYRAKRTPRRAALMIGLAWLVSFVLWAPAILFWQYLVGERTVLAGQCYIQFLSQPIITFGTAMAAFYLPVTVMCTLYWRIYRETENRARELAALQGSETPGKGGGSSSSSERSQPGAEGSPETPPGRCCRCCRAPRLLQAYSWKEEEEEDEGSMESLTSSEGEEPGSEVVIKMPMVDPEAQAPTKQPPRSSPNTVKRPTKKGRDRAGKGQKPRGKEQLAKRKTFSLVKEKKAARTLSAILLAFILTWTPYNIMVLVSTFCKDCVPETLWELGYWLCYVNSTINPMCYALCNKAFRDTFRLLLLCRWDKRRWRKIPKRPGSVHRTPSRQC
M1 PAM = potentiates human M1 receptor response to acetylcholine | P11229 | CHO-K1 hM1, Fluo-8 calcium fluorescence, ACh EC20; 0% = ACh EC20, 100% = maximal ACh | activation, % at 3 µM | 360,000 tested, 0.088% active | AID 588819; in the data active = activation above about 19%, passing the limit was not always enough
OXTR agonist = activates the human oxytocin receptor; P30559; CHO-OTR cells, Fluo-8 calcium fluorescence; normalized: DMSO 0%, oxytocin 100%; activation, % at 3 µM; 320,000 tested, 0.32% active; AID 2435;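 active = activation above the mean of all tested compounds plus 3 SD, cutoff set per screening run, cut at about 20% in these data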;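 also: peak over basal fluorescence ratio from a 100 s FLIPR kinetic read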
Target sequence (P30559 whole entry, looked up): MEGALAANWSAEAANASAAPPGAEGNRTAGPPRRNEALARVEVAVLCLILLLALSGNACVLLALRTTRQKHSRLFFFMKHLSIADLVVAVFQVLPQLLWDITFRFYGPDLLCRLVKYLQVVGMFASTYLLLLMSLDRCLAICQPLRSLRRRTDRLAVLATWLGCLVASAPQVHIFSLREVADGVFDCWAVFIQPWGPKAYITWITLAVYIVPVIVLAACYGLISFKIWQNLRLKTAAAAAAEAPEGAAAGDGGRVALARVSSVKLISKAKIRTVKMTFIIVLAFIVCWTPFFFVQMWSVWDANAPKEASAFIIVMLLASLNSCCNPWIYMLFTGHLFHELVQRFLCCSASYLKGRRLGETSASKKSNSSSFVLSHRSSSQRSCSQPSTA
CHO parental Ca = counter-screen: ATP calcium response change in parental CHO cells | parental CHO-K1, ATP-induced calcium, Fluo-8 fluorescence | inhibition, % at 5.6 µM | 330,000 tested, 0.63% active;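 active = inhibition above that plate's mean sample inhibition plus 3 SD, cut at about 26% in these data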;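 also: 0% = ATP-challenged DMSO wells and 100% = DMSO wells without ATP; some compounds past the cut are filed as inactive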
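Assay system: untransfected parental CHO cell line. Also added: ATP agonist challenge. Dosing: one dose, 5.6 µM nominal. Measured by: Fluo-8 fluorescence. Read-out: % inhibition. Benchmarks: ATP wells versus no-ATP DMSO wells. Repeats: no replicates.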
OXTR potentiator = potentiates the human oxytocin receptor response; CHO-OTR cells, Fluo-8 calcium fluorescence, potentiator mode; 0% = oxytocin EC15, 100% = EC100; activation, % at 3 µM; AID 2445; 320,000 tested, 0.061% active;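 active = activation above that plate's cutoff, the mean activation of tested compounds plus 3 SD, cut at about 6.6% in these data, passing the limit was not always enough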;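 also: 100% uses oxytocin at 75 nM as the full agonist control; some results filed as inactive read as strong as hits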
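Assay system: CHO cell line stably expressing human OTR. Reagent: EC15 oxytocin agonist. Dosing: single dose, 3.0 µM nominal final compound concentration. Timing: compound 6 min at room temperature before oxytocin, 100 s read. Signal: kinetic Fluo-8 calcium fluorescence. Controls: oxytocin EC15 low and EC100 high.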
M1 antag = human CHRM1 antagonism; P11229; CHO-K1 hM1, Fluo-8 calcium fluorescence, ACh EC80 antagonist; inhibition, % at 3 µM; 360,000 tested, 1.3% active; AID 588852;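 active = percent inhibition above its own plate's cutoff, namely the mean of that plate's compound wells plus 3 SD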;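 also: peak over basal fluorescence ratio during 140 s after agonist addition; 0% = ACh EC80 plus DMSO and 100% = DMSO alone without agonist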
V1R ag counter = V1a receptor agonism, counter-screen for OXTR agonists; P37288; 320,000 tested, 0.25% active; CHO-V1R cells, Fluo-8 calcium fluorescence, agonist mode; 0% DMSO, 100% 3 nM vasopressin; activation, % at 3 µM;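 active = activation above the mean activation of all tested compounds plus 3 SD, per screening run, cut at about 20% in these data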;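 also: signal is peak over basal fluorescence ratio across a 100 second FLIPR read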
TAAR1 antag = human TAAR1 antagonism; CHO RD-HGA16 TAAR1, Fluo-8 calcium fluorescence, antagonist; inhibition, % at 3 µM; AID 624466; 360,000 tested, 1.5% active; Q96RJ0;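 active = inhibition above a per-plate cutoff, the mean inhibition of test compounds on that plate plus 3 SD, cut at about 49% in these data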;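 also: 0% = DMSO plus EC80 beta-PEA response and 100% = DMSO alone without agonist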
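Assay system: CHO-derived RD-HGA16 cells stably expressing human TAAR1 plus Gα16. Timing: 140 s kinetic read after compound, 140 s after agonist. Technique: kinetic Fluo-8 calcium fluorescence measurement. Measure: % inhibition of agonist calcium response.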
Starred values were filed as active, the others as inactive; . = not tested or not shown. This is a random part of the collection. About 3.7% of those tested had a hit in this group.

structure	TAAR1 ag	M1 ag	M1 PAM	OXTR agonist	CHO parental Ca	OXTR potentiator	M1 antag	V1R ag counter	TAAR1 antag
COc1ccc(S(=O)(=O)NCCC(=O)Nc2ccc(C)cc2)cc1	2	-4	6	1.5	-13	1	-8	0.8	-6
CCOc1ccccc1C(=O)Nc1c[nH]c(=O)[nH]c1=O	1	-3	1	.	.	.	3	.	1
O=C(CSc1ccc2nnc(-c3cccc(F)c3)n2n1)N1CCCc2ccccc21	14	-5	-2	-1.0	-11	-9	1	1.4	43
CCC(=O)Nc1nc(NCc2ccccc2OC)n(-c2ccccc2)n1	2	-2	5	-1.4	-6	-4	-3	0.7	-28
O=C(CCC(=O)NC12CC3CC(CC(C3)C1)C2)NC1CCCCC1	4	-1	5	-0.8	-10	-16	-7	2.9	-6
Cc1cc(C(=O)CSc2nc3ccccc3o2)c(C)n1C1CC1	-1	-5	-2	-2.0	6	-19	3	-0.6	26
CC(=O)c1cccc(OCC(=O)N2CCN(c3ccc(C(F)(F)F)cn3)CC2)c1	12	5	-6	7.8	-2	-20	7	8.8	23
O=c1c(Cl)c(NC2CC2)cnn1-c1ccccc1	0	-3	-6	0.1	6	-2	9	0.0	5
C=CCN=C1S/C(=C\N(C)C)C(=O)N1S(=O)(=O)c1ccc(C)cc1	4	-7	4	7.0	-14	-9	-4	4.4	5
COc1ccc(Br)cc1/C(C)=N/NC1=NCCN1	18	68*	-14	9.2	-2	-14	79*	5.8	-3
O=C(NCc1ccc(CNC(=O)c2ccco2)cc1)c1ccco1	1	-3	2	0.3	6	11	4	1.3	-18
CCc1nc(NCCN2CCOCC2)c2oc3ccccc3c2n1	-1	-3	5	0.0	-16	-6	-9	1.7	-9
c1ccc(Cc2nnc(N3CCOCC3)c3ccccc23)cc1	27	-3	8	-1.8	4	-5	-5	-0.6	18
O=C(N/N=C/c1cn(Cc2ccccc2)c2ccccc12)c1cc(O)cc(O)c1	0	3	6	.	.	.	0	.	-14
CCOC(=O)c1c(C)oc2c1c1c(c3ccccc32)OCN(CCCC(=O)O)C1	0	0	3	-0.1	-27	-2	-8	-1.1	-6

Single values from the results shown.
In CHO parental Ca, COc1ccc(Br)cc1/C(C)=N/NC1=NCCN1 reads -2
In TAAR1 ag, O=C(NCc1ccc(CNC(=O)c2ccco2)cc1)c1ccco1 reads 1

Continued.
structure	TAAR1 ag	M1 ag	M1 PAM	OXTR agonist	CHO parental Ca	OXTR potentiator	M1 antag	V1R ag counter	TAAR1 antag
COc1cccc(C2C3=C(CC(C)(C)CC3=O)OC(N)=C2[N+](=O)[O-])c1 (configuration not stated)	3	2	10	1.5	-10	-6	-2	2.6	-5
CC(C)N1CC23C=CC(O2)C(C(=O)OCc2ccccc2)C3C1=O (configuration not stated)	1	10	12	-0.1	-1	-2	-1	1.3	-23
COc1ccc(-n2nc3c(c2NC(=O)C(C)Cl)CSC3)cc1 (configuration not stated)	3	-2	1	-0.3	-19	-8	2	0.4	-25
O=S1(=O)C=C[C@@H](CO)N1Cc1ccc(Br)cc1	1	0	1	.	.	.	-24	.	-12
COc1cc(C)ccc1S(=O)(=O)NC(=O)C1(C)CCN1C(=O)C1(c2ccc(Cl)cc2)CCC1 (configuration not stated)	3	-1	3	.	.	.	-7	.	-2
Nn1c(SCCOc2ccccc2)nnc1-c1cccnc1	1	-7	-3	-2.1	1	-8	9	-0.7	-4
CC(C)(CC(=O)O)CC(=O)Nc1cc(C(F)(F)F)cc(C(F)(F)F)c1	3	0	-2	1.3	-4	4	2	0.7	-8
Cc1ccccc1NC(=S)NCc1ccc(F)cc1	0	-4	10	0.1	-3	-13	-11	0.7	-1
Cc1ccc(-n2c(O)c(C=Nc3ccc4c(c3)OCO4)c3ccccc3c2=O)cc1C	6	2	10	0.2	-14	2	-12	0.2	-3
COc1cc(NC(=O)c2ccc(S(=O)(=O)N(C)C)cc2)cc(OC)c1OC	0	-1	6	1.1	12	5	-6	-0.1	-10
CC1Cc2ccccc2N1C(=O)COC(=O)c1c2c(nc3ccccc13)CCCCC2 (configuration not stated)	1	-8	-15	-2.9	-33	-4	25	-0.3	42
O=C(CNC(=O)c1ccccc1)OCC(=O)c1ccccc1Cl	0	-2	2	0.5	2	-8	4	0.6	-27
COC(=O)C(Cc1ccccc1)NC(=O)COc1ccc(C(C)(C)C)cc1 (configuration not stated)	4	-2	4	-0.6	4	-21	-15	1.7	-2
COc1ccc(C(=O)N(CN2CCCC2=O)c2cc(C)on2)cc1OC	12	3	7	-0.3	-9	-11	-7	-0.8	13
CCn1cc(Cl)c(C(=O)Nc2nc3ccccc3n2CCN2CCCCC2)n1	0	3	5	-0.3	-10	-9	-2	0.9	-5
CCOc1ccc2nc(N3CCOCC3)nc(C)c2c1	8	-5	0	-1.8	-15	-3	-26	-1.4	-13
Cc1cc(C(=O)N2CCCC2C(=O)O)c(C)o1 (configuration not stated)	13	-3	9	1.4	-1	-4	-1	0.1	17
COc1cc(CN(C(=O)c2cc3ccccc3oc2=O)C2CCS(=O)(=O)C2)cc(OC)c1OC (configuration not stated)	3	-4	9	0.0	0	-10	-12	0.1	-35
CCOc1ccccc1-n1c(SCC(=O)NC)nnc1-c1ccco1	3	-3	4	-1.1	3	-5	-4	0.1	0
CCN(CC)C(=O)C1=C(C)N(CCC2=CCCCC2)C(=O)C(CC(=O)NCCCN(C)C)C1 (configuration not stated)	-1	-6	7	.	.	.	-17	.	13
COc1cccc(C(=O)COc2ccc3c(C)c(Cc4ccccc4)c(=O)oc3c2C)c1	.	.	.	-0.9	9	4	.	0.2	.
CCOC(=O)N1CCC(N(CCN(C)C)C(=S)Nc2cccc(Cl)c2C)CC1	1	-8	-4	0.5	-7	-4	6	1.2	-8
CC(C)c1ccc(CC(=O)N2CCC2(C)C(=O)NS(=O)(=O)c2ccc(Cl)s2)cc1 (configuration not stated)	1	-2	8	.	.	.	-6	.	-20
CN1CCN(C(=O)c2ccc(C(F)(F)F)cc2)CC1	1	-4	2	0.7	-4	-8	4	-0.1	14
O=C(Nc1sc2c(c1C(=O)O)CCC2)c1ccccc1	-1	-3	3	-2.6	-4	-1	-4	-1.3	6
COc1ccc(NC(=O)[C@@H]2CCCN2S(=O)(=O)c2cccc3cccnc23)cc1	0	-4	10	-1.1	-12	-1	-11	0.1	12
N#Cc1c(N)n(CCc2ccc(F)cc2)c2nc3ccccc3nc12	9	-3	6	3.5	-13	-13	3	1.3	20
COc1ccc(CCN2C(=O)CC(NCc3ccc4c(c3)OCO4)C2=O)cc1OC (configuration not stated)	.	-4	1	2.7	-6	-13	-3	2.0	.
CC(C)c1nnc(NC(=O)C2CCCCC2)s1	2	-9	12	-1.1	-2	-2	-13	-0.4	-25
CN(C(=O)COC(=O)c1cc(-c2ccccc2Cl)nc2ccccc12)C1CCS(=O)(=O)C1 (configuration not stated)	6	0	12	-2.4	-27	-1	-5	-0.2	8
COc1cc(C(=O)N(Cc2ccc(F)cc2)C2CCS(=O)(=O)C2)cc(OC)c1OC (configuration not stated)	4	-3	9	0.1	-5	6	-6	0.0	-8
CCC(Oc1ccc(C)c(C)c1)C(=O)O (configuration not stated)	3	-4	2	0.2	-11	-10	0	0.3	14
COC(=O)Cc1ccc(OCc2ccc(Cl)nc2)cc1	1	-5	9	1.7	8	-23	-12	5.2	-3
CCN(CC)S(=O)(=O)c1ccc(N2CCCC2)c(C(=O)Nc2ccc(OC)c(Cl)c2)c1	5	-8	3	-2.0	-16	-13	-1	0.7	1
Cc1ccccc1NC(=O)CSc1nnc(CNC(=O)c2ccc3c(c2)OCO3)n1C	-2	-7	4	-1.0	-2	-8	-1	-0.3	-5
CN1CCC(N(C)C(=O)Cc2ccccc2[N+](=O)[O-])CC1	2	-3	-4	0.3	4	-7	19	-0.3	-9
COc1ccc(CNC(=O)C2(CC3CC(c4ccccc4)=NO3)CCN(C(=O)C3CCCC3)CC2)cc1 (configuration not stated)	8	-9	2	-1.3	-14	-8	0	-1.6	2
Cc1ccc(S(=O)(=O)N2CCC(=O)N(C(CO)Cc3ccccc3)CC2)cc1 (configuration not stated)	4	-2	16	3.5	-8	-3	-4	0.8	-5
Cc1cccc(OCCCCn2c(CO)nc3ccccc32)c1	5	1	4	0.4	-14	-13	-5	4.7	5
O=C(O)CC1(c2ccccc2)C(=O)c2ccccc2C1=O	4	-3	4	0.8	1	-8	-8	0.3	-14
COc1ccc(C)cc1NC(=O)C1CC1c1ccccc1 (configuration not stated)	2	-6	4	-2.5	-10	8	-12	-0.8	-31
CCC(C)NC(=O)c1cc2c(=O)n3cccc(C)c3nc2s1 (configuration not stated)	0	-5	4	-1.6	-18	-6	-11	0.9	2
